DAX1 inh-1: DAX1 (NR0B1) inhibitors on StAR promoter, primary screen, cell-based, luminescence, SF-1 (NR5A1), full-length DAX-1 | inhibition, % at 6.8 µM | AID 652010, 2013 | actives 1.1% (n = 370,000) | HEK293T StAR-luciferase reporter, SF-1/DAX-1 repression relief;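 active = inhibition above the mean over all tested compounds plus 3 SD, cut at about 3.6% in these data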;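 also: 0% = DAX-1 cells with DMSO and 100% = cells lacking DAX-1 with DMSO; higher inhibition means more luminescence from relief of DAX-1 repression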
HGIII-sPLA2 inh: human group III sPLA2 inhibitors, primary screen, biochemical, QFRET, BODIPY PC-A2 liposome substrate. actives 0.56% (n = 370,000). Group 3 secretory phospholipase A2 (Homo sapiens), Q9NZ20. inhibition, % at 12.2 µM. QFRET BODIPY PC-A2 liposome hydrolysis, fluorescence. AID 743126, 2013;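 active = inhibition above mean plus 3 SD of compounds lying within the high and low control bounds, cut at about 19% in these data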;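 also: 0% = median of test compound wells and 100% = no enzyme DMSO wells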
Target sequence (Q9NZ20 whole entry, looked up): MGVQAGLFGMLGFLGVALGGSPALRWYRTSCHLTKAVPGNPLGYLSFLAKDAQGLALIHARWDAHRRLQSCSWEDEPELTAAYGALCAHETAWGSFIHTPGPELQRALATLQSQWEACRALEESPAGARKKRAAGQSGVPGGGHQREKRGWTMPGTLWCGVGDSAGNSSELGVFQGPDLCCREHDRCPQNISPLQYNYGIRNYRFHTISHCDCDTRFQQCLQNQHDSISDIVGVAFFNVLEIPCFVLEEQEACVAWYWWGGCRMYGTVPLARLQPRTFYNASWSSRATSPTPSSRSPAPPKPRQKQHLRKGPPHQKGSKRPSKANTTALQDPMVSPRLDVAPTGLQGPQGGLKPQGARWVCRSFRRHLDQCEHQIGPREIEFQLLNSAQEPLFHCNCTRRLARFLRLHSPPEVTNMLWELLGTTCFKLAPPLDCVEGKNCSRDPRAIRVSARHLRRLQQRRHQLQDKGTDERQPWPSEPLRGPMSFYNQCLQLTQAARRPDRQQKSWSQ
ADAM10 inh: human ADAM10 inhibitors, primary screen, biochemical, QFRET, HTS. recombinant ADAM10, EDANS/DABCYL FRET peptide cleavage, 3 h. actives 0.62% (n = 370,000). AID 720582, 2013. inhibition, % at 7 µM;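 active = inhibition above a per-campaign cutoff equal to the mean of compounds falling between control-based bounds plus 3 SD, cut at about 20% in these data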;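 also: 0% = DMSO wells while the 100% control is not disclosed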
hcDAF-12 act: H. contortus DAF-12 nuclear receptor activators, primary screen, cell-based, luminescence, HEK293, lit1-tk-luc reporter | HEK293 hcDAF-12 lit1-tk-luc reporter; 0% DMSO, 100% Δ7-dafachronic acid | activation, % at 6.8 µM | actives 1.4% (n = 370,000);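 active = activation above the mean of all tested compounds plus 3 SD, cut at about 5.5% in these data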;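 also: 100% = response to 3 µM Δ7-dafachronic acid high control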
NPR1 activator: GC-A stimulated cGMP production enhancers – HEK293 GC-A cells, cGMP TR-FRET, EC30 ANP, primary screen; Atrial natriuretic peptide receptor 1 (Homo sapiens), P16066; 0% at EC30 ANP, 100% saturating ANP; activation, % at 10 µM; AID 1671463, 2021; actives 0.14% (n = 370,000); in the data active = activation above about 40%
SMARCA2 act: SMARCA2 (BRM) function activators, primary screen, cell-based, luminescence, high throughput | MG213 cells, MMTV-luciferase reporter, dexamethasone, overnight | activation, % at 9.1 µM | actives 1% (n = 370,000); in the data active = activation above about 7.8%;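 also: 0% = vehicle wells and 100% = reference activator wells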
DAX1 inh-2: DAX1 (NR0B1) inhibitors, primary screen, cell-based, HEK293, Gal4-DAX1, luciferase luminescence; inhibition, % at 6.75 µM; actives 0.99% (n = 340,000); AID 504766, 2011; HEK293 Gal4-DAX1 luciferase reporter;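 active = inhibition above the mean over all tested compounds plus 3 SD, cut at about 4.2% in these data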;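 also: 0% = DAX1-transfected cells with DMSO and 100% = empty-vector control cells with DMSO; inhibition shows as a rise in luminescence from relieved DAX1 repression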
Target sequence (P51843 207-470 limits assumed): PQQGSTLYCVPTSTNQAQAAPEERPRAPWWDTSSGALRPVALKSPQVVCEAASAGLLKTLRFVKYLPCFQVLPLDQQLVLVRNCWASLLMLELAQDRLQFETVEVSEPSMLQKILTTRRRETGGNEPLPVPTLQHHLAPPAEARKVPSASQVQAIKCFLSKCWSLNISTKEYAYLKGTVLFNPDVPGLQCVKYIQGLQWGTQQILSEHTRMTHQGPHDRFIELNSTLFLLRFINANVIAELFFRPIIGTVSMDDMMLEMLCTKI
hgDAF-12 ag: H. glycines DAF-12 receptor agonists, primary screen, cell-based, luminescence, HEK293, GAL4 fusion, UAS-luciferase. Nuclear hormone receptor DAF-12 (Heterodera glycines), GAL4 fusion. HEK293 GAL4-hgDAF12 UAS-luciferase reporter, agonist luminescence; normalized to butyrate control. activation, % at 6.8 µM. actives 1.8% (n = 370,000). AID 687014, 2013;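 active = activation above a cutoff set at the mean of all screened compounds plus 3 SD, cut at about 10% in these data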;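 also: 0% = DMSO wells and 100% = sodium butyrate wells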
GC-B act: human GC-B receptor activators, primary screen, HEK293 GC-B cells, cGMP TR-FRET, EC30 CNP; Atrial natriuretic peptide receptor 2 (Homo sapiens), P20594; 0% at EC30 CNP, 100% saturating CNP; activation, % at 10 µM; actives 0.11% (n = 370,000); AID 1920062, 2024;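 active = activation at 10 µM reaching about 35% in either raw or pattern-adjusted values, limit read from the data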
ssDAF12 agonist: S. stercoralis DAF-12 nuclear receptor activators, primary screen, cell-based, luminescence, HEK293, GRIP1 co-expression, lit1-tk-luc; Nuclear hormone receptor DAF-12 (Strongyloides stercoralis); HEK293 ssDAF-12/GRIP1 lit1-tk-luc reporter; % of 3 µM dafachronic acid response; activation, % at 6.8 µM; actives 1% (n = 370,000); AID 652126, 2013;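 active = activation above the mean over all tested compounds plus 3 SD, cut at about 0.9% in these data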;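 also: 0% = DMSO-only wells and 100% = 3 µM delta7-dafachronic acid wells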
FXN GAA850 act: FXN promoter activators, primary screen, cell-based, luciferase luminescence, HEK293 lucGAA850; HEK293 lucGAA850 FXN promoter luciferase reporter, 24 h; percent of 10 µM SAHA response; activation, % at 6 µM; actives 0.56% (n = 360,000); AID 540364, 2011;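 active = activation above the average of all compounds screened plus 3 SD, cutoff fixed separately per campaign, cut at about 7.5% in these data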;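 also: 0% = DMSO wells and 100% = 10 µM SAHA wells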
Active calls of the source: *; i = inactive; · = not tested or not shown.

SMILES	DAX1 inh-1	HGIII-sPLA2 inh	ADAM10 inh	hcDAF-12 act	NPR1 activator	SMARCA2 act	DAX1 inh-2	hgDAF-12 ag	GC-B act	ssDAF12 agonist	FXN GAA850 act
COc1ccc(C(=O)NC2CCN(C(=S)NCc3ccco3)CC2)cc1	-0.6	0	2	-1.3	-9	4	-0.4	-0.8	-12	-1.6	1.5
Cc1cccc(-n2c(C)n[nH]c2=S)c1C	0.1	6	9	-0.4	5	0	1.8	0.5	2	-1.0	0.9
C[N+](C)(C)CCCN1C(=O)CCCC1=O	0.1	3	-2	-1.7	2	-1	0.3	3.1	7	-1.0	0.5
COc1ccc(-c2nc(N)ncc2-c2ccccc2OC)c(O)c1	0.1	0	-2	-1.5	-20	-2	0.5	-0.3	-4	-1.0	1.9
C[C@H]1CN([C@@H](C)CO)S(=O)(=O)c2ccc(Br)cc2O[C@H]1CN(C)C(=O)Nc1ccccc1F	-0.2	-1	-2	-0.3	-3	3	1.3	-2.0	-3	-1.0	1.4
CC(Sc1n[nH]c(=O)[nH]c1=O)C(=O)OCc1ccccc1 (stereo not given)	0.2	-1	-1	-0.6	-1	1	-0.2	0.1	4	-1.4	2.0
Cc1ccc([N+](=O)[O-])cc1Nc1nc(N2CCOCC2)nc(N2CCOCC2)n1	-0.8	4	3	-1.3	-5	-2	-0.4	-0.3	-7	-1.4	2.4
CC(C)(C)NC(=O)CN(CCN1CCOCC1)C(=O)CNS(=O)(=O)c1ccc(Cl)cc1	0.2	-4	-3	2.3	3	1	-1.4	-0.2	1	-0.6	-1.4
CCNC(=O)Nc1ccc2c(c1)c(=O)n(C)n2Cc1ccc(Cl)cc1	-1.4	-1	i	-0.2	2	5	·	-0.2	1	-1.3	-1.7
CCOC(=O)C1CCCN(c2c(NCCC(C)C)c(=O)c2=O)C1 (stereo not given)	0.1	-5	5	-0.5	0	-2	1.8	1.0	2	-1.4	-1.3
O=C(NCC1CCCCC1)c1cc([N+](=O)[O-])ccc1N1CCOCC1	-0.3	1	7	-1.3	13	-3	-0.2	-0.4	13	-0.7	0.3
COc1cc2c(cc1OC)[C@](C)(c1ccccc1)C[C@@H]2NCC=C(C)C	-0.2	-17	-6	-0.8	-18	0	·	-0.2	-17	-0.8	·
CCOC(=O)CNC(=O)COc1coc(CN2CCN(Cc3ccccc3)CC2)cc1=O	-0.1	15	6	3.1	6	-1	0.7	-0.4	2	-0.6	-0.6
Cc1ccc(S(=O)(=O)NCc2csc(C)n2)c(C)c1	-0.3	-2	-4	0.5	1	2	0.6	-1.0	4	-1.5	0.1
COCCCNC(=O)c1c(NC(=O)C2COc3ccccc3O2)sc2c1CCCC2 (stereo not given)	-0.4	5	4	-1.3	4	7	1.1	-0.1	0	-1.1	-1.6
CN(C)c1ccc(-c2noc(-c3ccccc3O)n2)cc1	1.9	3	8	1.6	·	7	1.3	5.2	·	0.4	0.5
O=C(O)c1cc(=O)[nH]c2c(Cl)cccc12	0.3	3	-35	5.8*	5	8	-0.2	2.2	1	0.6	-0.9
O=C(Oc1ccccc1C(=O)N1CCOCC1)c1cccc(Br)c1	-0.3	1	-5	-0.7	13	-1	0.3	0.2	-7	-0.8	2.5
O=C(CCc1nc2ccccc2c(=O)[nH]1)NNC(=O)c1ccc(Cl)cc1	2.1	-4	-7	-0.4	2	0	2.8	3.0	-2	-0.6	-2.3
Cc1onc(C(=O)N2CCN(C(c3ccccc3)c3ccccc3)CC2)c1[N+](=O)[O-]	0.0	-32	-17	-2.2	-3	-3	-3.1	-1.6	0	-0.5	-2.0
O=C(N/N=C/c1c[nH]c2ccccc12)c1cc(Cl)ccc1O	0.5	-9	-52	3.2	3	1	1.5	5.3	-3	1.6*	2.7
O=C(CCN1C(=O)NC2(CCCC2)C1=O)Nc1cccc(S(=O)(=O)N2CCOCC2)c1	-0.7	2	-8	-0.5	4	4	0.6	1.3	-4	-0.8	0.9
CCOC(=O)C1=NNC2C(=O)N(Cc3ccccc3)C(=O)C12 (stereo not given)	-0.1	17	-15	-0.4	-6	-2	2.1	-2.4	6	-1.5	-0.1
COc1ccc(Cl)cc1NC(=O)c1cc(C)no1	-0.2	-1	12	3.2	2	-3	0.1	4.0	1	0.0	0.2
O=C1CSC(=S)N1N=Cc1ccc(Cl)cc1Cl	0.4	11	-15	-0.6	7	-6	0.2	-1.1	-8	-0.8	4.9

The list goes on; it opens with the three that closed the last part.
SMILES	DAX1 inh-1	HGIII-sPLA2 inh	ADAM10 inh	hcDAF-12 act	NPR1 activator	SMARCA2 act	DAX1 inh-2	hgDAF-12 ag	GC-B act	ssDAF12 agonist	FXN GAA850 act
CCOC(=O)C1=NNC2C(=O)N(Cc3ccccc3)C(=O)C12 (stereo not given)	-0.1	17	-15	-0.4	-6	-2	2.1	-2.4	6	-1.5	-0.1
COc1ccc(Cl)cc1NC(=O)c1cc(C)no1	-0.2	-1	12	3.2	2	-3	0.1	4.0	1	0.0	0.2
O=C1CSC(=S)N1N=Cc1ccc(Cl)cc1Cl	0.4	11	-15	-0.6	7	-6	0.2	-1.1	-8	-0.8	4.9
CCCC/C(O)=C1\C(=O)CCCC1=NCCc1c(C)[nH]c2ccc(OC)cc12	-0.8	-5	5	-1.6	-7	-1	-1.0	2.3	-10	-2.2	0.5
O=C(Cn1c(=O)[nH]c2ccccc2c1=O)Nc1ccc2c(c1)OCCO2	-0.4	-1	6	-0.8	-2	1	-0.4	-1.0	0	-0.9	-2.5
CC1(C)N=C(c2ccccn2)C(C)(C)N1O	-0.1	4	-2	0.8	2	0	0.3	2.2	-1	-0.3	3.6
Cn1c(N)c(S(=O)(=O)NCc2ccccc2Cl)c(=O)n(C)c1=O	-0.6	5	1	-3.0	1	0	3.4	-1.5	4	-2.0	2.6
Cc1c(C)n(-c2ccccc2)c2ncnc(NCCN(C)C)c12	0.6	17	-12	-0.1	-21	0	0.3	3.4	-8	-0.5	-0.8
Cc1nc(-c2ccc(Cl)cc2)sc1C1(C)CC(c2ccccc2)=NO1 (stereo not given)	0.1	-1	-3	2.6	1	5	1.6	5.7	-2	-0.7	3.9
CC1CCCN(c2oc(-c3cccc4ccccc34)nc2C#N)C1 (stereo not given)	0.0	4	-17	-1.9	0	-2	-0.3	-2.5	2	-1.4	-0.5
CC(=O)C1=C(C)NC(SCC(=O)c2ccc(Cl)cc2)=C(C#N)C1CC(C)C (stereo not given)	0.6	12	0	-1.9	8	0	0.0	-0.1	4	-1.2	0.0
CC(C)C[C@H]1CNC(=O)C(=O)N1C[C@@H]1CCCN1C[C@H](CC(C)C)N1C[C@H](Cc2ccc(O)cc2)N(CCc2ccccc2)C(=O)C1=O	-0.5	-9	-13	0.0	3	-4	·	-4.0	3	-1.4	·
COc1cc(-c2noc(C)c2C(=O)NCCCN2CCOCC2)cc(OC)c1OC	0.7	7	-3	-0.9	2	0	-0.2	2.8	7	-1.4	0.1
Cc1cc(C)cc(NCC(=O)Nc2c(C)cccc2C)c1	1.0	-2	16	-1.1	-6	-1	-0.3	3.5	0	-1.2	-0.9
CCN(CC)c1ccc(/C=C(\C#N)C(=O)NCc2ccco2)cc1	-0.8	-6	0	-1.6	2	-4	·	5.6	11	-1.2	·
CCOC(=O)C(=O)/C(=C\N(C)C)c1onc(-c2ccccc2Cl)c1C(=O)OC	-0.8	5	-7	-1.3	1	-4	-0.8	-1.7	3	-0.8	0.6
COc1ccc(S(=O)(=O)n2cnc(C)c2)cc1	-0.6	1	6	-0.4	-2	1	-0.3	-1.5	3	-0.4	0.1
CC(C)n1nnnc1SCC(=O)NCc1ccc2c(c1)OCO2	-0.7	3	-13	-0.5	-2	-4	0.0	0.7	1	-1.2	1.5
CN(C(=O)CSc1nnc(-c2ccco2)n1Cc1ccccc1)C1CCS(=O)(=O)C1 (stereo not given)	-1.7	3	-2	0.0	3	-3	1.5	-2.0	-1	-0.2	1.7
CCC(CC)NC(=O)/C=C/c1cccc([N+](=O)[O-])c1	0.3	3	-3	-2.5	3	-1	-0.2	-1.5	7	-0.8	3.0
CCOc1ccc(N)cc1OC	-0.1	-2	-75	-1.0	-1	-3	-0.3	2.7	-1	-0.9	0.5
COc1ccc(N2CC(C(=O)N[C@@H](C)C(=O)NCCc3ccccc3)CC2=O)cc1 (stereo not given in full)	-0.1	0	-9	2.9	1	0	0.5	-2.1	0	-1.1	0.0
c1ccc(Cn2c[n+](Cc3ccccc3)c3ccccc32)cc1	-1.6	8	0	-0.4	4	-2	-0.3	-3.2	-1	-1.5	-1.4
CS/C(=N/S(=O)(=O)c1ccc(C)cc1)c1ccccc1	-0.7	1	2	1.3	1	-2	0.2	0.1	0	-0.5	-0.6
COC(=O)c1ccc(CNC(=O)Cn2cnc(C(=O)Nc3ccc(C)c(C)c3)n2)cc1	3.1	0	1	-1.3	-1	-2	0.4	1.7	3	-1.2	2.1
CCCCCn1nnnc1C1(C)Cn2nccc2C(=O)N1Cc1ccco1 (stereo not given)	-0.2	-1	-3	-2.5	2	0	·	1.6	1	-0.8	·
Cc1ccc2cc(C)c(N3CCC(C)CC3)nc2c1	-0.1	4	-8	0.6	-6	-4	-0.5	-0.4	-2	-1.6	-0.6
CC1(C)CC(=O)C(C2C3=C(CC(C)(C)CC3=O)Oc3ccc4ccccc4c32)C(=O)C1 (stereo not given)	-0.1	5	3	-0.8	6	1	0.0	0.8	2	-0.4	2.5
CSc1cccc(NS(=O)(=O)c2ccc3c(c2)oc(=O)n3C)c1	-0.9	-4	-11	-2.1	0	-1	1.6	7.7	4	-1.3	1.1
Cc1nnc(SC(C)C(=O)Nc2c(C)n(C)n(-c3ccccc3)c2=O)n1N (stereo not given)	0.3	6	4	0.8	1	-1	-0.7	0.4	1	-1.4	0.9
COc1ccc2[nH]c(C(=O)Nc3ccccc3Cl)cc2c1	0.0	0	-38	3.7	2	5	·	6.5	-10	0.7	·
COc1ccc(C)cc1NC(=O)CCNS(=O)(=O)c1ccc2c(c1)CCC(=O)N2	1.1	8	10	-1.4	0	3	1.4	0.4	3	-0.9	0.7

Bioassay records from PubChem.

Hits appear at their usual frequency; 6.6% or so of the library scored in one or more.
